VIM-2 inh: blocks Pseudomonas aeruginosa VIM-2 metallo-beta-lactamase. purified VIM-2, nitrocefin hydrolysis, epi-absorbance fluorescence. inhibition, % at 5.6 µM. 290,000 compounds, 0.89% hits. AID 1527;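 active means inhibition above the mean of all tested compounds plus 3 SD, cutoff set per screening run, cut at about 7.5% in these data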;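 further: red hydrolysis product quenches plate fluorescence so inhibitors raise well fluorescence; 0% = enzyme with DMSO and 100% = DMSO without enzyme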
IMP-1 inh: inhibitors of Pseudomonas aeruginosa IMP-1 metallo-beta-lactamase; AID 1556; inhibition, % at 5.6 µM; 290,000 compounds, 0.45% hits; purified IMP-1, nitrocefin hydrolysis, epi-absorbance fluorescence;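 active means inhibition above the mean plus 3 SD of all compounds in the same screening run, cut at about 4.5% in these data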;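 further: 0% = IMP-1 with DMSO and 100% = DMSO wells lacking enzyme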
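System: Purified IMP-1 | Read-out basis: Percent enzyme inhibition | Controls: IMP-1 with DMSO as 0%, enzyme-free DMSO as 100% | Replicates: One well per compound | Doses: 5.6 µM nominal single concentration | Detection: Epi-absorbance fluorescence, 480 nm excitation, 530 nm emission | Incubation: 25 °C, 15 min preincubation, 25 min reaction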
M18AAP inhibitor: PfM18AAP enzyme inhibition | inhibition, % at 7.35 µM | AID 1822 | 290,000 compounds, 1.2% hits | recombinant PfM18AAP, H-Glu-NHMec fluorogenic cleavage;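 active means inhibition above the campaign mean inhibition over all tested compounds plus 3 SD, cut at about 28% in these data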;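 further: 0% = plate median of test compound wells and 100% = 2 mM ZnCl2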
DNA FID counter: counter-screen for HCV NS3 helicase inhibitors: DNA intercalator displacement. DNA fluorescent intercalator displacement, fluorescence. inhibition, % at 7.9 µM. 290,000 compounds, 0.17% hits. AID 1845; in the data active means inhibition above about 37%;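 further: 0% = vehicle and 100% = reference compound; higher means more ethidium bromide displaced from hairpin DNA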
NALP1 inh: inhibitors of NALP1 inflammasome in yeast; S. cerevisiae NALP1/ASC/caspase-1 growth, X-gal OD620, 72 h; 280,000 compounds, 0.61% hits; inhibition, % at 10 µM; AID 2071; in the data active means inhibition mostly above about 24%, no sharp cut-off; inactive means mostly below about 32%; further: some compounds called inactive have numbers as strong as hits
NS3 helicase inh: blocks Hepatitis C virus NS3 helicase unwinding; 290,000 compounds, 0.56% hits; NS3 helicase DNA unwinding, Cy5 molecular beacon fluorescence; AID 1800; inhibition, % at 10.9 µM;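 active means inhibition above the mean of all tested compounds plus 3 SD, set per campaign, cut at about 35% in these data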;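 further: 0% = DMSO wells and 100% = thioflavine S control wells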
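Assay system: hepatitis C virus NS3 helicase domain fragment enzyme. Also added: annealed dual-labelled DNA beacon duplex, ATP-started. Timing: 1 h reaction at 25 °C, ATP-initiated. Technique: Cy5 fluorescence at 0 and 60 min, beacon hairpin quenching. Evaluation: % inhibition of unwinding. Replication: one well per compound.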
MEKK2mut PB1 HTS: signal of MEK5 binding to mutant human MEKK2 PB1 domain; bead flow cytometry, Alexa488-MEK5 binding to MEKK2 mutant; percent response, % at 10 µM; 290,000 compounds, 0.35% hits; AID 1530; in the data active means percent response above about 24%, passing the limit was not always enough; further: inactives centre near 1; some results filed as inactive read as strong as hits
UBC9 SUMO inh: SUMOylation inhibition | HTRF SUMOylation assay, SAE1/SAE2 + UBC9, in vitro | inhibition, % at 35 µM | 290,000 compounds, 0.36% hits; in the data active means inhibition above about 50%, passing the limit was not always enough; further: strong numbers were not always called active
Target sequence (P63279 whole entry, looked up): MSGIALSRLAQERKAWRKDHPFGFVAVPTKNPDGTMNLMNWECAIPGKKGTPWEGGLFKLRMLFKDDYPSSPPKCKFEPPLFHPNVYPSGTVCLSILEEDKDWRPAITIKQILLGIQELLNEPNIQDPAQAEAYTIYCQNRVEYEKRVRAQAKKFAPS
MEKK2wt PB1 HTS: raises or lowers MEK5 binding to wildtype human MEKK2 PB1 domain; bead flow cytometry, Alexa488-MEK5 binding to MEKK2 WT; actives lie on both sides; binding response (% of control), % at 10 µM; 290,000 compounds, 1.1% hits; in the data active means binding response below about 67% or above about 130%
* hit, by the source's call; . = not tested or not shown.

SMILES	VIM-2 inh	IMP-1 inh	M18AAP inhibitor	DNA FID counter	NALP1 inh	NS3 helicase inh	MEKK2mut PB1 HTS	UBC9 SUMO inh	MEKK2wt PB1 HTS
COc1ccccc1NC(=O)c1c(O)c2ccccc2[nH]c1=O	-1.1	-1.6	0	2	6	7	10	2	107
CO/N=C(\N)c1ccc([N+](=O)[O-])cc1	-2.6	-0.9	-14	2	38	14	-1	-5	99
CC(C)C(c1nnnn1Cc1ccco1)N1CCN(c2cccc(Cl)c2)CC1 (centres undefined)	0.0	0.2	-8	-21	-1	-7	.	2	.
COc1ccccc1NC(C)=[N+](C)CCNS(=O)(=O)c1ccc(Cl)cc1	-0.9	-2.5	-6	15	7	2	2	-8	102
CNS(=O)(=O)c1ccc2c(c1)oc(=O)c1cc(S(=O)(=O)NC)ccc12	-1.5	-1.4	-2	2	30	5	-4	14	92
CC1=CC(C)(C)N2C(=O)C(=Nc3ccc(O)cc3)c3cccc1c32	-1.0	-5.2	20	-1	-33	5	2	89	97
COc1cccc(C2=NOC(C(=O)Nc3cccnc3Cl)C2)c1 (centres undefined)	-0.1	-4.6	-12	-9	-18	10	-3	-10	94
O=C(Nc1cccc2ccccc12)NC(Cc1ccccc1)C(=O)O (centres undefined)	-1.4	-2.7	-3	-18	-1	3	4	6	104
CN(C)c1nc2sc3c(c2c(=O)n1C)CC(C)(C)OC3	-0.2	-1.4	0	-3	-1	-2	0	6	99
Cc1ccc(-n2c(C)cc(/C=N/NC(=O)CN(c3ccc(C)cc3C)S(C)(=O)=O)c2C)cc1	-4.1	-3.0	3	-22	14	-5	-1	3	101
CCOC(=O)N1CCc2c(sc(N)c2C#N)C1	-4.9	-1.6	39*	-7	28	11	1	14	99
CC1Cc2ccccc2N1c1ncnc(N)c1[N+](=O)[O-] (centres undefined)	-0.7	-0.8	-18	4	22	-11	-5	9	88
CCN(CC(=O)N1CCc2ccccc2C1)S(=O)(=O)c1ccc2ccccc2c1	-3.3	-1.5	-9	-28	-1	-3	-8	-7	87
Cc1cc(NC(=O)CSc2sc3c(O)cc(=O)[nH]c3c2C#N)ccc1Br	-3.6	-2.2	25	-1	-2	26	4	2	97
CCCCn1c(CCNC(=O)c2cccs2)nc2ccccc21	-1.4	-2.0	4	-17	14	-5	2	11	102
CCOc1ccccc1NC(=O)C1CC2CCCC(C1)C2=O (centres undefined)	-2.3	-3.1	-2	-5	0	4	-17	-4	85
CCC(C)Nc1nc(N)c([N+](=O)[O-])c(Nc2cc(OC)ccc2OC)n1 (centres undefined)	1.2	-3.7	-12	-4	24	-66	-7	11	97
c1ccc(CCC2=NCCn3cccc32)cc1	-1.8	-3.8	-5	6	13	-4	-1	29	98
O=C(Cn1c(=O)c2c(ncn2Cc2ccccc2)n(Cc2ccccc2)c1=O)NC1CC1	-2.1	-0.7	8	-8	-12	0	-6	23	86
COCC(=O)Nc1cccc(C(F)(F)F)c1	-1.7	-0.5	7	-4	7	3	5	22	111
CC(=O)Nc1cc(C(=O)OCc2cccc([N+](=O)[O-])c2)ccc1C	-0.8	-2.8	2	-6	-16	8	-1	-14	104
COc1ccccc1C(=O)Nc1c2c(nn1-c1ccc(Cl)cc1)CS(=O)(=O)C2	5.7	10*	-12	-10	-2	5	8	43	107
CC(=O)N1c2ccc(S(=O)(=O)N(C)Cc3ccco3)cc2CC1C (centres undefined)	0.2	-1.4	-1	-17	17	-1	-1	9	95
O=C(Nc1cccc(F)c1)NC1CCCCCCC1	-1.3	-2.1	6	-14	-8	0	5	-4	106
COc1cc(NS(=O)(=O)c2ccc(NC(=O)/C(=C\c3ccccc3OC)NC(=O)c3ccccc3)cc2)nc(OC)n1	-1.1	-2.3	3	-31	35	32	-5	10	97

Additional results
SMILES	VIM-2 inh	IMP-1 inh	M18AAP inhibitor	DNA FID counter	NALP1 inh	NS3 helicase inh	MEKK2mut PB1 HTS	UBC9 SUMO inh	MEKK2wt PB1 HTS
COC(=O)CN1C(=S)N(c2ccc(F)cc2)C(=O)C1CC(=O)Nc1ccc(F)cc1 (centres undefined)	-4.6	-3.2	-17	-1	10	9	5	-11	101
O=C(COc1ccccc1[N+](=O)[O-])N(Cc1ccco1)C1CCS(=O)(=O)C1 (centres undefined)	0.0	0.1	-14	-6	19	3	0	4	102
O=C(Cc1ccc(N2CCNC2=O)cc1)N1CCCC(Nc2cccc(F)c2)C1 (centres undefined)	0.4	1.2	14	-41	-4	14	-6	-2	99
CCOC(=O)C1CCN(S(=O)(=O)c2cccc(-c3cn4cc(C)ccc4n3)c2)CC1	-1.9	-1.9	1	-17	-6	-4	11	-3	111
Cc1ccccc1C(=O)NC(=S)NCc1ccccc1	-0.7	-0.6	0	-13	18	-1	5	7	105
COc1cccc(Cn2c(N)c(C#N)c3nc4ccccc4nc32)c1OC	4.1	-2.5	6	-15	-24	-6	-2	10	96
CCCCN=C1N/C(=C\c2ccco2)C(=O)N1c1ccccc1	-0.2	-3.5	-3	-14	4	35	-3	3	97
NS(=O)(=O)OCC1CCCCC1	-1.1	-0.9	-5	-2	23	14	4	-21	107
CCN1CCN(C(=O)C(NS(=O)(=O)c2ccc3nc(C)sc3c2)C(C)C)CC1 (centres undefined)	-1.2	-3.0	-6	-2	-4	-1	8	13	118
COc1ccc(S(=O)(=O)N2CC=C(C(=O)NC3CCCC3)CC2)cc1	-1.2	-1.9	1	-20	14	1	-2	1	94
CN(CCO)C(=O)c1ccc(-c2nn(C)c(=O)c3ccccc23)cc1	3.1	-2.8	1	-7	6	0	0	-4	104
O=C(COC(=O)C(Cc1ccccc1)NC(=O)c1ccc(Cl)cc1)c1ccc(Cl)cc1 (centres undefined)	-3.8	-2.8	8	-7	18	-6	0	-15	105
Cc1ccc(NC(=O)COC(=O)CSC(=S)N2CCOCC2)cc1	1.1	-2.7	6	1	-2	4	-1	6	104
CC(C)COc1ccc(C(=O)Nc2scc(-c3ccc(Cl)cc3Cl)c2C(N)=O)cc1	-0.7	-1.8	2	4	4	6	.	-32	.
COc1cc(OC)cc(C(=O)N(Cc2cc3cc(C)ccc3[nH]c2=O)C(C)C)c1	-0.3	-2.8	-4	-9	5	8	4	14	103
COc1ccc(CCNc2oc(COc3ccccc3)nc2C#N)cc1	-2.2	-6.2	-12	-4	3	2	.	7	.
CCc1nnc(NC(=O)c2ccc(S(=O)(=O)N(CCOC)CCOC)cc2)o1	0.7	-0.6	16	-23	-15	-4	-1	25	97
O=C(CSc1nc2ccccc2[nH]1)Nc1nc(-c2ccc(Br)cc2)cs1	-4.0	-3.3	-8	1	23	-8	1	-13	116
O=c1cc(-c2ccccc2)oc2ccc(O)cc12	-0.9	-2.3	2	-11	0	-4	1	10	104
C=CCOn1c(-n2nc(C)cc2C)nc2ccccc2c1=O	-3.0	-3.3	-16	-7	11	7	2	12	101
O=C(COC(=O)c1cccc(S(=O)(=O)NCc2ccccc2)c1)Nc1ccccc1OC(F)F	-1.1	-3.4	-7	-20	-12	-3	.	-7	.
COc1ccc(CN=C(Nc2ccccc2)SC2CC(=O)N(C)C2=O)cc1 (centres undefined)	-0.6	-0.1	-5	-28	19	-3	-3	-17	97
Cc1[nH]c(=O)[nH]c1CN1CCCCC1	-3.2	-2.7	-8	-1	18	-2	3	17	109
COc1ccc(OC)c(CNC(=O)C2CCCN(c3ncnc4c3nc3n4CCCCC3)C2)c1 (centres undefined)	-1.7	-1.8	3	-54	-2	4	-2	0	100
O=C(Nc1nc2ccc([N+](=O)[O-])cc2s1)C1CCCO1 (centres undefined)	-0.5	-2.1	5	0	-3	-19	-6	-8	90

4 compounds already listed, ordered by the number in IMP-1 inh, high to low:
canonical_smiles,VIM-2 inh,IMP-1 inh,M18AAP inhibitor,NALP1 inh,NS3 helicase inh,MEKK2mut PB1 HTS,UBC9 SUMO inh,MEKK2wt PB1 HTS
CCOC(=O)C1CCN(S(=O)(=O)c2cccc(-c3cn4cc(C)ccc4n3)c2)CC1,-1.9,-1.9,1,-6,-4,11,-3,111
Cc1[nH]c(=O)[nH]c1CN1CCCCC1,-3.2,-2.7,-8,18,-2,3,17,109
C=CCOn1c(-n2nc(C)cc2C)nc2ccccc2c1=O,-3.0,-3.3,-16,11,7,2,12,101
O=C(COC(=O)c1cccc(S(=O)(=O)NCc2ccccc2)c1)Nc1ccccc1OC(F)F,-1.1,-3.4,-7,-12,-3,.,-7,.

Quoted from the listing.
In NS3 helicase inh, `CCCCN=C1N/C(=C\c2ccco2)C(=O)N1c1ccccc1` is entered as 35
In UBC9 SUMO inh, `O=C(Nc1nc2ccc([N+](=O)[O-])cc2s1)C1CCCO1` (centres undefined) is entered as -8
In M18AAP inhibitor, `Cc1ccccc1C(=O)NC(=S)NCc1ccccc1` is entered as 0

(more compounds)
SMILES	VIM-2 inh	IMP-1 inh	M18AAP inhibitor	DNA FID counter	NALP1 inh	NS3 helicase inh	MEKK2mut PB1 HTS	UBC9 SUMO inh	MEKK2wt PB1 HTS
Cc1ccc(N=Nc2c(N)n(-c3ccccc3)[nH]c2=O)cc1	-3.4	-2.3	-2	7	-10	2	8	-12	106
COc1ccccc1/C=C/CN1CCNC(=O)C1CC(=O)NCCc1cnccn1 (centres undefined)	0.7	-1.4	-11	-14	7	2	5	12	104
CC(/C=C/c1ccc2c(c1)OCO2)=N/NC(=O)c1ccncc1	-2.3	-1.4	9	-5	.	1	-3	-3	98
COc1cc(C(=O)NCc2nnc(SCC(=O)Nc3nc4ccccc4s3)o2)cc(OC)c1OC	-5.8	-5.6	31*	-44	10	31	-1	-16	91
N#C/C(=C\C=C\c1ccccc1)c1nc(-c2ccc(Cl)cc2)cs1	-1.5	-2.4	-1	-3	15	5	7	12	85
Cc1ccccc1N(C(=O)CS(=O)CC(=O)Nc1ccc(F)cc1)C(C)C(=O)NC(C)(C)C (centres undefined)	-2.2	-1.8	-1	-31	18	-2	1	21	103
O=C(O)c1ccc(-n2c(-c3cc(C4CC4)[nH]n3)n[nH]c2=S)cc1	-1.7	-2.4	21	1	-4	-5	-1	14	99
COc1ccc(NS(=O)(=O)c2ccc3nc(COc4ccc(Cl)c(C)c4)[nH]c3c2)cc1	-5.3	-3.6	-4	-10	32	-2	17	-30	107
CCN1C(=O)C(C(=O)NC(C)c2ccccc2)C2CC1(C)Oc1ccccc12 (centres undefined)	-3.9	-2.0	-2	-23	44	0	-5	-4	97
Cc1ccc(CNC(=O)[C@@H](NC(=O)C2CCN(C(=O)[C@@H](N)CC(C)C)CC2)C(C)C)cc1	-3.0	-5.5	1	0	7	-8	6	5	107
C/C(=N\Nc1ccc([N+](=O)[O-])cc1[N+](=O)[O-])c1cc2c(ccc3ccccc32)oc1=O	-0.3	0.0	0	-2	1	-7	-10	9	82
CCOC(=O)c1sc2ncnc(NCc3ccco3)c2c1C	-2.6	-5.4	9	-5	-4	5	0	23	98
COc1ccc2ccccc2c1/C=N/NC(=O)CC1(C)OCCCO1	-3.1	-0.8	-3	-10	32	-16	-4	-4	99
N#Cc1ccc(CN2CCN(C(=O)CC(NC(=O)c3ccccc3)c3ccccc3)CC2)cc1 (centres undefined)	-3.0	-3.4	7	-37	10	-4	7	1	104
Cc1cccc(N2CC(C(=O)Nc3ccc(S(=O)(=O)N4CCOCC4)cc3)CC2=O)c1C (centres undefined)	-1.8	-4.7	5	-39	6	7	2	-8	100
O=C1c2ccccc2S(=O)(=O)N1CC1CC(c2ccc(Cl)cc2)=NO1 (centres undefined)	-1.9	0.3	3	1	31	-1	-3	-15	99

From PubChem BioAssay
